Screens from PubChem BioAssay.
CHRM4 agonist: human M4 muscarinic receptor agonists, primary screen, CHO-K1 cells, Fluo-8 calcium fluorescence. Muscarinic acetylcholine receptor M4 (Homo sapiens), P08173. CHO-K1 hM4/Gqi5; vehicle 0%, full acetylcholine response 100%. activation, % at 3 µM. hit rate 0.14% among 360,000;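 active means activation above the run mean over all test wells plus 3 SD, cut at about 32% in these data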;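 further: peak over basal fluorescence ratio per well then scaled between controls; 0% = DMSO wells and 100% = acetylcholine at EC100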
Target sequence (P08173 whole entry, looked up): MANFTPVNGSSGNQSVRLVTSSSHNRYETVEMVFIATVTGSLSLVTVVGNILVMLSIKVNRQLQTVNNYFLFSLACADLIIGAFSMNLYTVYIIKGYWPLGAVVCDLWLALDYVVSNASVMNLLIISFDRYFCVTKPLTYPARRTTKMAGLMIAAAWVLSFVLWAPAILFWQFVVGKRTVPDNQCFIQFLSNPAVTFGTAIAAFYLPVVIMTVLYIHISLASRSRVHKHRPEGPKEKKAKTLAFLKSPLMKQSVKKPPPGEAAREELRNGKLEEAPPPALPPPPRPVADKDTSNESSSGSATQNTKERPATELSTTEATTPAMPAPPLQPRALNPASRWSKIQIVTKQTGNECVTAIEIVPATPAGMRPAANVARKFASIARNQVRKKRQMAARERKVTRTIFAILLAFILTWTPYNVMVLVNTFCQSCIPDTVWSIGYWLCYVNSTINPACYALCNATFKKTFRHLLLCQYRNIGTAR
CHO-K1 Ca antag: M1 antagonist counterscreen hit in parental CHO-K1 cells. ATP-induced calcium, Fluo-8 fluorescence. inhibition, % at 3 µM. hit rate 0.6% among 360,000. AID 602250;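 active means inhibition above a per-plate cutoff, the plate's mean sample inhibition plus 3 SD, cut at about 24% in these data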;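 further: 0% = DMSO plus EC80 ATP and 100% = DMSO alone without ATP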
M5 PAM: human M5 muscarinic receptor positive allosteric modulators, primary screen, CHO-K1 cells, Fluo-8 calcium fluorescence; Muscarinic acetylcholine receptor M5 (Homo sapiens), P08912; CHO-K1 hM5, ACh EC20 PAM; 0% = ACh EC20, 100% = ACh EC100; activation, % at 3 µM; hit rate 0.3% among 360,000;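 active means activation above the run cutoff, the mean activation of all test compounds plus 3 SD, cut at about 18% in these data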
Target sequence (P08912 whole entry, looked up): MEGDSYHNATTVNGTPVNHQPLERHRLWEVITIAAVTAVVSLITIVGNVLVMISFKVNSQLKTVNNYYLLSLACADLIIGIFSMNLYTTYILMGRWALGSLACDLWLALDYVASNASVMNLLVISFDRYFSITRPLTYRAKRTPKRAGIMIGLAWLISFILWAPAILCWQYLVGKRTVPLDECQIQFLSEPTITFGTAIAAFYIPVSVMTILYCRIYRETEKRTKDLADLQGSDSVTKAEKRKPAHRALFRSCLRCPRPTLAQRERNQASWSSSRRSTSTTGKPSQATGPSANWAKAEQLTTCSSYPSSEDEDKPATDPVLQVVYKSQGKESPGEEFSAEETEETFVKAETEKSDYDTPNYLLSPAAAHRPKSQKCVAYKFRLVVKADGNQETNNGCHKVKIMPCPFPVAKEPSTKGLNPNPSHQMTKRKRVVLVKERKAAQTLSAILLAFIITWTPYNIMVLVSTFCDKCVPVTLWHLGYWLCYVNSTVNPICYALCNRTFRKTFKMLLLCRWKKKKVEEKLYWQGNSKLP
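Probe or stimulus: acetylcholine, EC20 level; Assay system: human M5 receptor in CHO-K1 cells; Schedule: compound preincubation 140 s before EC20 acetylcholine addition; Technique: intracellular calcium via Fluo-8 fluorescence; Dosing: single-point, 3 µM nominal; Read-out basis: percent activation from peak-over-basal fluorescence ratio, scaled EC20-to-EC100 acetylcholine; Repeats: one well per compound, no replicates.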
CHRM4 antagonist: human M4 muscarinic receptor antagonists, primary screen, CHO cells, Fluo-8 calcium fluorescence; Muscarinic acetylcholine receptor M4 (Homo sapiens), P08173; CHO-hM4 cells, ACh EC80; inhibition, % at 3 µM; hit rate 0.73% among 360,000;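 active means inhibition above its plate's cutoff, the mean inhibition of sample wells plus 3 SD, cut at about 27% in these data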;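 further: 0% = acetylcholine EC80 with DMSO and 100% = DMSO without agonist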
CHRM4 PAM: human M4 muscarinic receptor positive allosteric modulators, primary screen, CHO-K1 cells, Fluo-8 calcium fluorescence | CHO-K1 hM4/Gqi5, ACh EC20; 0% = ACh EC20, 100% = maximal ACh | activation, % at 3 µM | hit rate 0.4% among 360,000 | AID 624126, 2012;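 active means activation above its plate's cutoff, the mean activation of sample wells plus 3 SD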; further: some results filed as inactive read as strong as hits
M5 antag: human M5 muscarinic receptor antagonists, primary screen, CHO cells, Fluo-8 calcium fluorescence | inhibition, % at 3 µM | hit rate 0.59% among 360,000 | Muscarinic acetylcholine receptor M5 (Homo sapiens), P08912 | CHO-hM5 cells, ACh EC80;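 active means inhibition above a per-plate cutoff, the mean of that plate's test compounds plus 3 SD, cut at about 27% in these data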;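 further: 0% = acetylcholine EC80 with DMSO and 100% = DMSO without agonist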
M1 PAM parental: nonselective calcium activators in parental CHO-K1 cells, primary screen, counter-screen for M1 PAM project, cell-based, Fluo-8 calcium fluorescence, full deck, 1536-well. ATP EC20; 0% at ATP EC20, 100% at ATP max. activation, % at 3 µM. hit rate 0.02% among 360,000. AID 602247, 2012;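 active means activation above the run cutoff, the mean activation of all test compounds plus 3 SD, cut at about 40% in these data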;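 further: peak over basal fluorescence ratio in a 140 s read after ATP addition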
M1 ag parental: counter-screen for M1 agonists: effect in parental CHO-K1 cells. AID 602248, 2012. hit rate 0.48% among 360,000. activation, % at 3 µM. Fluo-8 calcium fluorescence; scaled to maximal ATP response, vehicle zero; in the data active means activation above about 15%;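 further: untransfected CHO-K1 host cells lacking M1 receptor as counterscreen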
M5 ag: human M5 muscarinic receptor agonists, primary screen, CHO-K1 cells, Fluo-8 calcium fluorescence | Muscarinic acetylcholine receptor M5 (Homo sapiens), P08912 | hit rate 0.19% among 360,000 | AID 624037, 2012 | CHO-K1 hM5 cells; 0% DMSO wells, 100% maximal acetylcholine response | activation, % at 3 µM;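 active means activation above the run's mean over test compounds plus 3 SD, cut at about 23% in these data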;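 further: signal is peak over basal fluorescence ratio across the kinetic read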
An asterisk follows results filed as active.

SMILES | CHRM4 agonist | CHO-K1 Ca antag | M5 PAM | CHRM4 antagonist | CHRM4 PAM | M5 antag | M1 PAM parental | M1 ag parental | M5 ag
O=C(O)CCN1CCc2ccccc2C1c1ccncc1 (stereo unspecified) | -0.1 | -14.9 | 13.4 | -7.3 | -1.5 | -12.8 | 12.1 | 1.3 | -2.0
O=C(CNC(=S)N(CCCN1CCOCC1)Cc1cccs1)NCc1ccccc1 | 1.1 | -9.6 | 6.6 | -1.2 | 0.6 | -1.5 | 2.4 | 0.3 | -4.8
CC1Oc2ccccc2N(CC(=O)NC2CC2)C1=O (stereo unspecified) | 2.1 | -10.4 | -2.4 | -14.7 | -3.1 | 9.6 | 8.7 | 0.3 | -2.8
CCOc1ccc(/C=N/Nc2ccccn2)cc1 | -0.2 | -14.7 | -4.7 | -5.3 | 3.0 | 3.1 | 19.7 | 3.0 | -4.0
COc1ccc(CCNC(=O)C2CC3Cn4c(nc5cc6ccccc6cc54)C3N2C)cc1 (stereo unspecified) | 13.1 | 2.1 | -14.9 | 6.7 | 4.5 | 9.2 | -4.6 | 8.5 | 7.9
COc1ccc(CCn2c(-c3ccco3)nc3ccccc3c2=O)cc1OC | 13.7 | 6.1 | -16.0 | 16.1 | -13.7 | 15.6 | 9.5 | 3.8 | 1.5
O=C(CCCN1C(=O)/C(=C/c2cccs2)SC1=S)Nc1ccccn1 | 1.3 | 0.1 | -1.2 | 2.6 | 11.7 | -2.6 | -7.6 | -0.3 | -0.5
O=C(CSc1nccc(=O)[nH]1)Nc1ccc(Br)c(Cl)c1 | 5.2 | 3.9 | 5.5 | -5.1 | 5.5 | -4.4 | 10.0 | 3.1 | 23.0
CN(C(=O)COc1ccccc1)C1CCS(=O)(=O)C1 (stereo unspecified) | 1.4 | 3.9 | -1.2 | 3.9 | -6.2 | -5.3 | 5.7 | 0.2 | -1.2
NC(=O)COC(=O)c1ccc(Cl)c(S(=O)(=O)N(Cc2ccccc2)c2ccc(Cl)cc2)c1 | -1.2 | -7.0 | -3.5 | 4.2 | -1.5 | -0.8 | 22.7 | 0.6 | -5.9
Cc1cc(CNC(=S)Nc2cccc(Cl)c2Cl)nn1C | 3.6 | 0.3 | 2.5 | -2.3 | 1.1 | 1.7 | -4.2 | 2.6 | -0.2
Cc1cc(C)c(C(N)=O)c(NC(=O)Nc2ccccc2)n1 | 0.4 | -9.5 | -2.0 | 7.9 | 3.0 | 1.0 | 14.7 | 0.4 | -3.3
COc1ccc(C(CC(=O)Nc2cc(OC)cc(OC)c2)n2cccc2)cc1 (stereo unspecified) | 3.3 | 0.1 | 0.0 | 1.9 | -12.3 | -5.3 | 1.5 | 1.9 | 3.5
CN(C(=O)COc1ccc(Cl)cc1Cl)C1(C)CCS(=O)(=O)C1 (stereo unspecified) | -0.1 | 4.9 | -1.8 | -2.6 | 7.4 | 1.9 | -24.1 | 0.2 | -1.9
CC12CCCCC1=CC(=O)CC2 (stereo unspecified) | 0.4 | -6.5 | -1.7 | 2.5 | -3.5 | 15.8 | 1.7 | 0.0 | 1.1
CCN1C(=O)[C@H]2[C@@H](c3ccc(C)cc3)N3C(=O)N(c4cccc(F)c4)C(=O)[C@@]3(C)[C@H]2C1=O | 0.3 | -10.9 | 3.6 | 8.8 | 4.7 | 14.0 | 11.9 | 0.6 | -1.3
CNC(=O)COC(=O)COc1ccc2c(C)cc(=O)oc2c1 | 0.9 | -22.8 | 3.1 | 0.3 | -1.0 | 3.6 | 17.5 | 0.6 | -3.2
COc1ccc2cc1Oc1ccc(cc1)C[C@H]1c3c(cc(OC)c4c3Oc3c(ccc5c3[C@H](C2)N(C)CC5)O4)CCN1C | 8.7 | -11.1 | -4.8 | 3.8 | -3.2 | 10.3 | -0.8 | 0.5 | 5.2
CCOC(=O)c1[nH]c2ccccc2c1N=CN(C)C | 0.9 | -2.5 | -5.5 | 3.4 | 14.0 | 2.6 | 10.8 | 0.2 | -4.7
COc1ccccc1NC(=S)NC(=O)/C=C/c1ccco1 | 0.0 | 21.4 | -4.3 | -0.2 | -1.1 | -0.3 | -12.0 | -0.3 | -1.9
CCc1cc[n+](CC(=O)Nc2ccc(Cl)cc2Cl)cc1 | 1.3 | 4.9 | 12.7 | -4.8 | 2.8 | 6.9 | 2.4 | -0.1 | -9.0
CC(C)C(=O)Nc1cccc(NC(=O)c2cccc(F)c2)c1 | 1.7 | -4.7 | 1.1 | -0.6 | -1.2 | -4.4 | 7.8 | 0.1 | -0.3
CCOC(=O)c1c(NC(=O)CC2SC(N)=NC2=O)sc2c1CCCC2 (stereo unspecified) | 0.6 | -8.1 | 5.6 | 4.3 | -2.4 | -3.9 | 3.8 | -0.2 | 0.6
COc1cccc(C(=O)N2CCN(Cc3ccco3)CC2)c1OC | -0.3 | -1.2 | -0.3 | 5.5 | 8.6 | -8.3 | 10.9 | 0.5 | -4.2
Cc1nnc(SCC(=O)c2ccc(Cl)cc2)s1 | 16.0 | 10.5 | -15.4 | -4.6 | -11.7 | 10.2 | 4.9 | 4.6 | -2.1
COc1ccc(Br)cc1CNC(=O)C1CCN(S(=O)(=O)N2CCCC2)CC1 | 3.3 | -12.8 | -4.0 | -2.7 | 2.0 | 0.8 | 7.3 | 1.1 | -1.2
NNC(=O)COc1ccc(-c2nccc(-c3ccc(F)cc3)n2)cc1 | 1.3 | -9.3 | 9.4 | -9.9 | 3.4 | -13.8 | 20.0 | 0.3 | -2.3
Cc1ccccc1OCc1nnc(SC(C)C(=O)O)n1Cc1ccccc1 (stereo unspecified) | 1.1 | -0.2 | 2.6 | -5.9 | 0.7 | -9.5 | 16.3 | -0.3 | 0.6
O=C(COc1ccccc1[N+](=O)[O-])N(Cc1ccccc1)c1ccccn1 | 1.4 | 6.2 | -5.4 | -1.9 | 9.8 | 9.7 | -7.0 | 0.1 | -3.0
COCCCNC(=O)C[C@H]1C[C@H](C(=O)N(C(C)C)C(C)C)[C@@]2(C)c3[nH]c4cc(CCC(=O)N(C)C)ccc4c3CCN2C1=O | 1.1 | -15.0 | 0.9 | 4.6 | -0.7 | 3.2 | 12.2 | 1.1 | 1.8
Cn1c(C(O)c2ccccc2)nc(Cl)c1Cl (stereo unspecified) | 0.7 | -17.3 | 0.6 | 6.3 | -6.6 | 3.7 | 18.5 | 0.1 | 1.8
CCOC(=O)NCCc1ccc(OC)cc1 | -0.1 | -4.8 | 6.0 | 4.5 | 10.5 | 2.9 | -3.0 | -0.1 | -0.3
CC(=O)Nc1ccc(NC(=O)CCN2C(=O)c3ccccc3C2=O)cc1 | 0.2 | 3.0 | 2.2 | -2.8 | 9.4 | -0.7 | 7.2 | 0.2 | -0.4
Cc1ccc(S(=O)(=O)N2CCOCC2)cc1C(=O)c1nccn1C | 0.7 | -8.4 | 4.7 | -3.2 | -6.9 | 1.9 | 8.5 | 0.6 | -2.2
C=CCOc1cccc(CNCc2cccnc2)c1 | 1.9 | 3.3 | -2.5 | -6.1 | 3.7 | 0.4 | -6.9 | 0.2 | -1.3
COc1ccc(-c2cc(C(F)F)n3ncc(C(=O)NCCCN4CCCC4=O)c3n2)cc1 | -0.9 | 11.5 | 0.1 | 0.4 | -1.1 | -4.6 | 18.6 | -0.7 | -3.1

As a short view, some entries already given.
SMILES | CHRM4 agonist | CHO-K1 Ca antag | M5 PAM | CHRM4 antagonist | CHRM4 PAM | M5 antag | M1 PAM parental | M1 ag parental | M5 ag
Cc1nnc(SCC(=O)c2ccc(Cl)cc2)s1 | 16.0 | 10.5 | -15.4 | -4.6 | -11.7 | 10.2 | 4.9 | 4.6 | -2.1
COc1ccc(Br)cc1CNC(=O)C1CCN(S(=O)(=O)N2CCCC2)CC1 | 3.3 | -12.8 | -4.0 | -2.7 | 2.0 | 0.8 | 7.3 | 1.1 | -1.2
NNC(=O)COc1ccc(-c2nccc(-c3ccc(F)cc3)n2)cc1 | 1.3 | -9.3 | 9.4 | -9.9 | 3.4 | -13.8 | 20.0 | 0.3 | -2.3
Cc1ccccc1OCc1nnc(SC(C)C(=O)O)n1Cc1ccccc1 (stereo unspecified) | 1.1 | -0.2 | 2.6 | -5.9 | 0.7 | -9.5 | 16.3 | -0.3 | 0.6

Next section.
SMILES | CHRM4 agonist | CHO-K1 Ca antag | M5 PAM | CHRM4 antagonist | CHRM4 PAM | M5 antag | M1 PAM parental | M1 ag parental | M5 ag
CCCCNC(=S)Nc1ccc(Cl)cc1 | 6.7 | 30.6* | -9.0 | 4.4 | -4.4 | 4.1 | -11.1 | 10.2 | 3.6
CCCn1c(=N)n(CC(=O)c2cccs2)c2ccccc21 | 0.7 | -18.0 | -2.0 | -4.8 | -5.5 | -2.6 | 2.7 | 0.4 | 0.4
CN(C)C(CNC(=O)c1ccc2c(c1)S(=O)(=O)c1ccccc1C2=O)c1ccco1 (stereo unspecified) | 4.8 | -14.2 | 4.1 | 0.1 | -5.3 | 9.6 | 17.6 | 2.7 | -4.1
CN(C)c1nc(Nc2ccccc2)nc(N(C)C)n1 | -1.8 | -2.0 | 0.8 | 3.0 | -2.5 | 2.3 | 13.5 | 0.5 | -1.6
OCCN1CCN(c2cc(-c3ccccc3)c3ccccc3n2)CC1 | 2.2 | -3.3 | -6.5 | -3.5 | 4.9 | 3.2 | -0.4 | 0.1 | -3.8
O=C(NCC1CCCO1)c1ccc2c(c1)N(Cc1ccccc1)CCS2 (stereo unspecified) | 6.3 | -16.4 | 0.9 | -3.2 | -4.7 | -18.0 | -13.1 | 3.1 | -0.8
O=C(O)CCCC(=O)Nc1nncs1 | 0.1 | -11.4 | 1.9 | -0.1 | -1.2 | 10.2 | 19.9 | 0.9 | -1.8
COc1ccccc1Nc1nc2c(s1)CCC2 | 1.0 | -8.5 | 1.8 | -8.8 | -8.5 | -4.4 | 14.9 | 0.1 | -3.4
NC(=O)c1c(NC(=O)c2ccccc2)sc2c1CCN(Cc1ccccc1)C2 | 9.4 | -6.9 | -4.6 | -14.2 | -0.3 | 1.6 | 14.1 | 4.6 | 1.3
O=C1c2ccccc2CCc2ccccc21 | -0.6 | -4.8 | 2.1 | -5.8 | 6.0 | 8.3 | 6.6 | -0.7 | -3.0
Cc1ccc(OCC(=O)NNC(=O)C2CCN(c3ncccn3)CC2)cc1 | -0.2 | -17.7 | 10.0 | 3.6 | 12.5 | -2.5 | 16.0 | 0.0 | 2.1
Cc1ccc(Cl)cc1NC(=O)c1ocnc1C | 0.5 | -14.2 | 5.7 | -3.1 | -1.9 | 0.4 | 1.8 | -0.4 | -2.3
CC(=O)NN1C(=O)/C(=C2/Sc3ccccc3N2C)SC1=S | 1.1 | -11.9 | 1.1 | -1.6 | 3.6 | 5.9 | 19.7 | 0.3 | -0.5
COC(=O)C(=C/C(C)=C/c1cccnc1)C(=O)OC | 0.0 | -19.9 | -0.6 | 4.1 | -5.7 | -6.2 | 21.1 | 1.3 | 0.5
